INS-1E GSIS act: primary screen for activators of insulin secretion dependent on glucose, INS-1E cells, GLuc reporter luminescence | activation, % at 16.6 µM | INS-1E GLuc reporter insulin secretion, 2-3 h | 370,000 compounds, 0.61% hits | AID 743287;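 active means lowest replicate activation of at least 40%, so every replicate reaches that level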;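 further: 0% = median of neutral control wells and 100% = median of IBMX positive control wells; some compounds called inactive have numbers as strong as hits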
PAX8 reporter: PAX8 transcriptional activity inhibition; RMG-I TPO-luciferase reporter, SteadyGlo, 24 h; inhibition, % at 12.6 µM; 360,000 compounds, 1.2% hits;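 active means mean replicate inhibition at least 60% with every replicate also reaching 60%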;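 further: luciferase light reporting Pax8 driven TPO promoter activity; plate controls were median of neutral control wells for no effect and mitoxantrone controls for full effect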
PglD DTNB: blocks C. jejuni PglD acetyltransferase activity | purified PglD enzyme, DTNB colorimetric CoA detection | inhibition, % at 12.5 µM | 360,000 compounds, 0.098% hits | AID 602405; in the data active means inhibition above about 16%, passing the limit was not always enough; further: strong numbers were not always called active
ARNT TACC3 PPI: disruptors of human ARNT/TACC3 interaction | AlphaScreen His-ARNT PAS-B/GST-TACC3 binding, luminescence; TACC3 fragment carries E629A point mutation | inhibition, % at 9.99 µM | 390,000 compounds, 0.66% hits;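 active means mean inhibition of replicates at least 50% and at least half of replicates each reaching 50%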;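 further: 0% = complete ARNT plus TACC3 wells and 100% = ARNT alone without TACC3; many hits fall short of the cut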
LGR2 inh: blocks bursicon-induced cAMP signaling via Drosophila LGR2 | HEK293 LGR2, CRE-luciferase, bursicon-stimulated, 4 h | inhibition, % at 9.99 µM | 380,000 compounds, 0.35% hits | AID 720647;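 active means drop in luminescence signal, shown as inhibition above about 50% in the replicate tests, limit read from the data, passing the limit was not always enough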;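 further: agonist challenge used bursicon conditioned medium at about half maximal strength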
Cneo AK release: causes C. neoformans cell lysis | 360,000 compounds, 0.2% hits | AID 651654 | adenylate kinase release luminescence, 4 h; normalised: neutral wells 0, clomiphene wells 100 | lysis activity, % at 15 µM;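 active means mean lysis activity across replicates of at least 80%, whatever share of replicates individually reach that level; inactive means mean lysis activity below 80%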
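Material: C. neoformans cells | Amount: Yeast cell density of 5 × 10^6 cells/mL | Medium: Fresh YPD growth medium | Dosing: Single dose | Times: Static 4 h at 37 °C with compound, 1 h detection | Detection: AK luminescence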
Statin myotox sup: suppressors of simvastatin-induced myotoxicity in C2C12 myotubes; AID 602340; rescue of ATP level, % at 7.49 µM; ATP luminescence, 48 h; scaled: DMSO 0, geranylgeraniol control 100; 330,000 compounds, 0.78% hits;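 active means mean ATP rescue above about 67%, or every replicate alone reaching that limit, limit read from the data, passing the limit was not always enough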;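 further: myotubes were challenged with 10 µM simvastatin during compound exposure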
PGC1a acetyl inh: modulators of PGC1a acetylation; U2OS PGC1a acetylation, AlphaScreen anti-acetyl-lysine; with virally co-expressed GCN5 acetyltransferase; 350,000 compounds, 0.17% hits; AID 651687; inhibition, % at 15.6 µM;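 active means every replicate shows inhibition of at least 40%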;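 further: 0% = neutral control wells and 100% = positive control wells; some results beyond the cut were filed as inactive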
* = called active by the depositor; . = not tested or not shown; & = joins results of further samples.

Keys – A = INS-1E GSIS act; B = PAX8 reporter; C = PglD DTNB; D = ARNT TACC3 PPI; E = LGR2 inh; F = Cneo AK release; G = Statin myotox sup; H = PGC1a acetyl inh
CO[C@H]1CN(C)C(=O)c2ccc(NC(=O)C3CCC3)cc2OC[C@H](C)N(C(=O)CN(C)C)C[C@@H]1C
  A: 17; B: 1; C: .; D: .; E: 14; F: .; G: .; H: 10
Cc1cc(N/N=C/c2c(O)ccc3ccccc23)nc(-c2ccccc2O)n1
  A: .; B: 23; C: 8; D: 2; E: .; F: -1; G: .; H: .
CCc1nc2ccc(C(=O)N3CCN(S(=O)(=O)CC)CC3)cn2c1N(C)CCC(C)C
  A: -17; B: 14; C: -1; D: .; E: -3; F: 1; G: 20; H: .
O=c1cc(CN2CCOCC2)c2cc(Cl)c(O)cc2o1
  A: -7; B: -29; C: 3; D: 0; E: -6; F: 5; G: -4; H: -3
O=S(=O)(c1ccc(F)cc1)N1CCCCN2[C@H](C1)[C@@H](c1ccc(C#CC3CCCC3)cc1)[C@@H]2CO
  A: .; B: 30; C: 0; D: -1; E: .; F: -1; G: .; H: -5
COc1ccc(/C=N/NC(=O)c2c(C)nc3ccc(Cl)cn23)cc1OC
  A: 14; B: 15; C: -1; D: -9; E: -6; F: 0; G: -25; H: 1
CC(=O)OCC1CCCC2=C(C)C(=O)CCC21COC(C)=O (stereo not drawn)
  A: 12; B: 14; C: -2; D: -4; E: 3; F: -1; G: .; H: -6
c1ccc(-n2nnnc2Oc2cccc3cccnc23)cc1
  A: .; B: .; C: 5; D: 7; E: .; F: 0; G: -10; H: -19
COCC#Cc1cnc2c(c1)C(=O)N([C@@H](C)CO)C[C@H](C)[C@@H](CN(C)C(=O)CCN1CCCCC1)O2
  A: 12; B: .; C: -3; D: -3; E: -4; F: -3; G: 3; H: 0
O=C(CC1SC2=NCCN2C1=O)Nc1ccc(Br)cc1 (stereo not drawn)
  A: 25; B: .; C: -8; D: 2; E: -3; F: 0; G: -17; H: 1
CCCOc1ccc(C(CC(=O)O)NC(=O)c2sc3ccccc3c2Cl)cc1 (stereo not drawn)
  A: -14; B: -4; C: .; D: -7; E: 3; F: .; G: .; H: 0
C[C@H](CO)N1C[C@H](C)[C@H](CN(C)C(=O)c2ccc3c(c2)OCO3)Oc2ncc(C3=CCCC3)cc2C1=O
  A: 22; B: -3; C: 1; D: -8; E: 5; F: -10; G: 6; H: -8
COc1cccc(C#Cc2ccc([C@H]3[C@@H](CO)N4C(=O)CN(S(=O)(=O)c5ccccc5C)C[C@@H]34)cc2)c1
  A: -29; B: -9; C: .; D: .; E: 9; F: .; G: .; H: -23
O=C1OC(c2ccccc2)Cc2cc(C(=O)N3CCN(c4ccc(F)cc4)CC3)ccc21 (stereo not drawn)
  A: -6; B: -11; C: 0; D: 4; E: 1; F: 4; G: 4; H: 0
O=C(NC1CC1)C1CCN(C2CCN(C(=O)CC3=CCCCC3)CC2)CC1
  A: -25; B: 9; C: 5; D: -3; E: 12; F: -6; G: -4; H: 1
C[C@@H]1CN([C@H](C)CO)C(=O)Cc2cc(NC(=O)C3CC3)ccc2O[C@@H]1CN(C)C(=O)Nc1ccc(C(F)(F)F)cc1
  A: 2; B: 0; C: 2; D: 6; E: -5; F: 1; G: -15; H: 1
CC(NC(=O)c1cc(S(=O)(=O)N2CCOCC2)cn1C)c1ccccc1 (stereo not drawn)
  A: 2; B: -1; C: 2; D: 2; E: 4; F: 0; G: 4; H: -2
Cc1cccn2c(=O)c(C=O)c(Nc3ccccc3)nc12
  A: .; B: .; C: 0; D: 0; E: .; F: 4; G: -35; H: 4
C[C@@H]1CCCCO[C@@H](CN(C)S(=O)(=O)c2cn(C)cn2)[C@@H](C)CN([C@@H](C)CO)C(=O)c2cc(NS(=O)(=O)c3cccs3)ccc2O1
  A: 3; B: -22; C: -6; D: -11; E: 5; F: 49; G: -21; H: -7
CCCOc1ccc(C(=O)NNC(=S)NC(=O)c2ccco2)cc1
  A: -27; B: 14; C: .; D: 5; E: 1; F: .; G: 25; H: .
COc1ccc(C(NC(=O)C(C)C)c2c(O)ccc3ccccc23)cc1 (stereo not drawn)
  A: -10; B: 29; C: .; D: 3; E: 1; F: .; G: .; H: .
Cc1ccc(NC(=O)CN(C)C(=O)COC(=O)c2ccc(NC(=O)CC#N)cc2)cc1
  A: -2; B: 9; C: -7; D: 9; E: -6; F: 0; G: 1; H: 7
CC1=C(C(=O)Nc2cccc(F)c2)C(c2ccsc2)C2=C(CC(C)(C)CC2=O)N1 (stereo not drawn)
  A: -67; B: -10; C: .; D: -21; E: 2; F: .; G: .; H: .
CCCC(C(=O)NCC1CCCO1)N(Cc1ccco1)C(=O)CNS(=O)(=O)c1ccccc1 (stereo not drawn)
  A: .; B: .; C: 2; D: -4; E: .; F: 0; G: -7; H: 13
COc1ccc(C2C(CC(=O)O)=C(Nc3ccccc3)C(=O)N2c2ccccc2)cc1 (stereo not drawn)
  A: -8; B: -76; C: 9; D: 3; E: -39; F: 0; G: 6; H: .

The list goes on, starting with the last 5 of the part before.
Keys – A = INS-1E GSIS act; B = PAX8 reporter; C = PglD DTNB; D = ARNT TACC3 PPI; E = LGR2 inh; F = Cneo AK release; G = Statin myotox sup; H = PGC1a acetyl inh
COc1ccc(C(NC(=O)C(C)C)c2c(O)ccc3ccccc23)cc1 (stereo not drawn)
  A: -10; B: 29; C: .; D: 3; E: 1; F: .; G: .; H: .
Cc1ccc(NC(=O)CN(C)C(=O)COC(=O)c2ccc(NC(=O)CC#N)cc2)cc1
  A: -2; B: 9; C: -7; D: 9; E: -6; F: 0; G: 1; H: 7
CC1=C(C(=O)Nc2cccc(F)c2)C(c2ccsc2)C2=C(CC(C)(C)CC2=O)N1 (stereo not drawn)
  A: -67; B: -10; C: .; D: -21; E: 2; F: .; G: .; H: .
CCCC(C(=O)NCC1CCCO1)N(Cc1ccco1)C(=O)CNS(=O)(=O)c1ccccc1 (stereo not drawn)
  A: .; B: .; C: 2; D: -4; E: .; F: 0; G: -7; H: 13
COc1ccc(C2C(CC(=O)O)=C(Nc3ccccc3)C(=O)N2c2ccccc2)cc1 (stereo not drawn)
  A: -8; B: -76; C: 9; D: 3; E: -39; F: 0; G: 6; H: .
COc1ccccc1-c1ccc(C2[C@@H]3CN(S(=O)(=O)c4ccccc4C)C[C@H]2N3)cc1 (stereo partly drawn)
  A: -29&-12; B: 1&6; C: .; D: .; E: 24&6; F: .; G: .; H: 9&-3
COc1ccc(NC(=O)c2ccc[n+]([O-])c2)cc1
  A: 0; B: -12; C: -3; D: -1; E: 2; F: 3; G: 1; H: -1
Cn1c(N)c(C(=O)COC(=O)c2cnc(Cl)c(Cl)c2)c(=O)n(C)c1=O
  A: -17; B: -8; C: .; D: 46*; E: -27; F: .; G: .; H: 4
O=C(CCn1nnc2ccccc21)Nc1nnc(COc2ccccc2F)s1
  A: -18; B: 5; C: 1; D: -6; E: .; F: 0; G: 16; H: 2
Cc1[nH]n(C(N)=S)c(=O)c1N=Nc1ccc(S(=O)(=O)N2CCCC2)cc1
  A: .; B: -10; C: 1; D: -2; E: .; F: 1; G: 4; H: 11
COc1ccc(S(=O)(=O)N2CCCCN3[C@H](CO)[C@@H](c4ccc(C5=CCCC5)cc4)[C@@H]3C2)cc1
  A: 18; B: -10; C: 1; D: -6; E: 9; F: -5; G: 7; H: 1
CN(C)C(CNC(=O)CNC(=O)c1ccc(Br)cc1)c1ccccc1 (stereo not drawn)
  A: -1; B: 12; C: -6; D: -4; E: -6; F: 1; G: 14; H: -6
COc1ccc(-n2c(O)c(C=NC3CC3)c(=O)[nH]c2=O)cc1
  A: .; B: .; C: -2; D: -4; E: .; F: 2; G: 9; H: -7
CC(Oc1ccccc1)C(=O)N(CCC1=CCCCC1)c1c(N)n(Cc2ccccc2)c(=O)[nH]c1=O (stereo not drawn)
  A: 1; B: 3; C: 3; D: 14; E: 11; F: 1; G: -3; H: -5
C[C@@H]1CCCCO[C@H](CN(C)C(=O)C2CCCCC2)[C@@H](C)CN([C@H](C)CO)C(=O)c2cc(NC(=O)Nc3ccc(F)cc3)ccc2O1
  A: -9; B: 2; C: 2; D: -6; E: -5; F: 0; G: .; H: 10
Cc1cc2oc(=O)sc2cc1NS(=O)(=O)c1ccccc1
  A: -18; B: -16; C: 7; D: -5; E: -6; F: -2; G: 30; H: .
Cc1noc(C)c1NC(=O)Nc1cccc2c1O[C@@H](CN(C)Cc1ccc(Oc3ccccc3)cc1)[C@@H](C)CN([C@H](C)CO)C2=O
  A: -23; B: .; C: -1; D: 1; E: 24; F: 1; G: .; H: 8
C[C@H]1CN([C@@H](C)CO)C(=O)CCCn2nncc2CO[C@H]1CN(C)C(=O)Nc1ccc(N2CCCCC2)cc1
  A: -1&-7; B: 3&5; C: 1&-1&6; D: 8; E: -8&-4; F: 1&0; G: 3&-6&-7; H: -8&8&-3
O=C(CCCCC(=O)NCCCc1ccccc1)NCCCc1ccccc1
  A: 5; B: 4; C: 5; D: .; E: -4; F: 2; G: 11; H: 0
CC(C)Cn1c(=O)c2sccc2n2c(CCCC(=O)NC3CCN(Cc4ccccc4)CC3)nnc12
  A: 0; B: 4; C: 3; D: 6; E: 3; F: 1; G: -5; H: .
CCOC(=O)N1CCN(CC(=O)N2CCC(C(N)=O)CC2)CC1
  A: 16; B: 1; C: 1; D: -12; E: -10; F: 0; G: .; H: 13
CC(=O)c1cccn1S(=O)(=O)c1ccccc1
  A: 4; B: 11; C: 6; D: 10; E: -7; F: -2; G: -1; H: -2
COC(=O)C1CCN(C(=O)c2ccc3nc(-c4cccc(OC)c4)oc3c2)CC1
  A: -4; B: -94; C: -1; D: -1; E: -36; F: -10; G: .; H: .
O=C(NNC(=O)C12CC3CC(CC(C3)C1)C2)c1ccncc1
  A: 3; B: 16; C: .; D: -8; E: 14; F: .; G: 2; H: 4
COC(=O)Cc1c(OC)ccn(CCc2c[nH]c3ccccc23)c1=O
  A: 2; B: -113; C: 1; D: -3; E: -23; F: -3; G: 8; H: 0
COc1ccc(NC(=O)N[C@@H]2CC[C@H](CCn3cc(-c4ccc(OC)cc4)nn3)O[C@@H]2CO)cc1
  A: -7; B: -18; C: 0; D: 7; E: -24; F: -6; G: 0; H: -2
CCC(C(=O)N1CCN(S(C)(=O)=O)CC1)c1ccccc1 (stereo not drawn)
  A: -8; B: .; C: .; D: 2; E: 2; F: .; G: 1; H: 10
CCOC(=O)C1=C(COC(=O)COc2ccc(C(=O)CC)cc2)NC(=O)NC1C (stereo not drawn)
  A: -22; B: -7; C: .; D: -2; E: 14; F: .; G: -8; H: .
C[C@@H]1CN([C@@H](C)CO)S(=O)(=O)c2ccc(-c3ccccc3)cc2O[C@@H]1CN(C)C(=O)C1CCC1
  A: -12; B: .; C: .; D: .; E: 9; F: .; G: 9; H: -8
CCC(=O)OCc1c(C(F)(F)F)nn(C)c1Sc1ccc(Cl)cc1
  A: .; B: .; C: 4; D: 4; E: .; F: -2; G: 5; H: -7
CN1CCN(CCCNC(=O)CCCOc2cc(=O)n(C)c3ccccc23)CC1
  A: .; B: 0; C: -6; D: -1; E: .; F: 1; G: 5; H: .
CC(C)C(NC(=O)OCc1ccccc1)C(=O)O (stereo not drawn)
  A: .; B: -8; C: 1; D: -5; E: .; F: 2; G: 29; H: 13
CO[C@H](C(=O)N(C)C[C@@H]1OCc2ccccc2-c2c(n(C)c3ccccc23)C(=O)N([C@@H](C)CO)C[C@H]1C)c1ccccc1
  A: -13; B: -14; C: -1; D: -1; E: 32; F: -1; G: .; H: -1
N#CC1(NC(=O)COC(=O)CCN=C2NS(=O)(=O)c3ccccc32)CCCCC1
  A: -2; B: 9; C: -2; D: .; E: -3; F: 0; G: 2; H: .
O=C(c1cc(COc2ccc(F)cc2Cl)on1)N1C[C@H]2CC[C@H]1C2
  A: -13; B: -157; C: 2; D: -5; E: -44; F: 1; G: -3; H: 1

Screens from PubChem.
